Compound activity: PubChem BioAssay, several laboratories
TLR4 MyD88 comp – inhibitors of human TLR4-MyD88 binding. AID 861. HeLa CL3-4 TLR4/MyD88 BLA complementation, FRET ratio. inhibition, % at 8.4 µM. 0.18% of 200,000 active. O00206+Q99836; in the data active means inhibition above about 25%;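 further: 0% = vehicle and 100% = reference inhibitor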
STAT1 blocker – inhibitors of IFN-gamma induced STAT1 signaling; NIH 3T3 STAT1-luciferase reporter, luminescence; 0.35% of 200,000 active; inhibition, % at 5.5 µM;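 active means inhibition above a set limit, the mean inhibition across all tested compounds plus 3 SD, cut at about 34% in these data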;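 further: 0% = IFN-gamma with DMSO and 100% = IFN-gamma with 300 µM nifuroxazide; values of inactives mirror those of a sister screen read the other way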
PPARg SRC-1 ag – PPARgamma-driven SRC-1 recruitment agonism. P37231. PPARgamma-SRC-1 coactivator recruitment biochemical assay. activation, % at 8 µM. 0.41% of 200,000 active. AID 631; in the data active means activation above about 19%;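 further: 0% = DMSO and 100% = reference agonist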
RAM network inh – yeast RAM network inhibition | AID 868 | inhibition, % at 50 µM | S. cerevisiae dse1pr::URA3 reporter, 5-FOA growth OD615, 2 d; analog-sensitive cbk1-as2 kinase mutant strain | 1.8% of 190,000 active;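 active means inhibition above a set limit, 3 SD over mean compound inhibition, cut at about 8.4% in these data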;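 further: 0% = DMSO-only wells with no growth and 100% = 10 µM 1-NA-PP1 full growth; inhibition rescues growth on 5-FOA so higher OD means more RAM inhibition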
PPARg SRC-3 ag – agonists of human PPARgamma SRC-3 coactivator recruitment; activation, % at 8 µM; biochemical PPARgamma/SRC-3 coactivator recruitment assay; 0.26% of 200,000 active; P37231; AID 731; in the data active means activation above about 23%;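 further: 0% = DMSO and 100% = reference agonist; some compounds past the cut are filed as inactive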
STAT3 activator – activators of IL-6 induced STAT3 signaling. U3A cells, IL-6 STAT3-luciferase reporter, luminescence; 100% = signal with IL-6 EC80 alone. activation (% of control), % at 5.6 µM. 0.91% of 190,000 active;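 active means activation above the screen-wide mean of compound activation plus 3 SD, cut at about 130% in these data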;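 further: 0% = background luminescence of wells with medium and substrate only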
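Material: STAT3-luciferase reporter U3A cells; Probe or stimulus: IL-6 (33 ng/mL); Incubation: compound pre-incubation 1 h before IL-6, then 6 h stimulation at 37 °C; Technique: luminescence from STAT3-driven luciferase reporter; Evaluation: % activation versus median of IL-6-stimulated wells; Controls: IL-6-only high control.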
PPARg SRC-2 ag – PPARgamma-driven SRC-2 recruitment agonism | P37231 | 0.34% of 200,000 active | PPARgamma LBD-SRC-2 recruitment, biochemical | activation, % at 8 µM; in the data active means activation above about 22%;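 further: 0% = vehicle and 100% = reference agonist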
SRC2 TRFRET art – counter-screen for PPARgamma SRC-2 recruitment agonists: TR-FRET artefact. 0.4% of 200,000 active. AID 1049. stronger effect = higher value. TR-FRET ratio at 8 µM; in the data active means TR-FRET ratio above about 2000; further: inactives centre near 1500
STAT3 inh – reduces IL-6 driven STAT3 reporter signal; U3A cells, IL-6 STAT3-luciferase reporter, luminescence; host cell line lacks STAT1; inhibition, % at 5.5 µM; 0.89% of 190,000 active; AID 862;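 active means inhibition above the mean inhibition across all screened compounds plus 3 SD, cut at about 44% in these data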;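 further: 0% = DMSO only wells and 100% = 100 µM nifuroxazide control wells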
ROMK mod – human ROMK K+ channel modulation, primary screen; P48048; Tet-inducible ROMK, thallium flux fluorescence; actives lie on both sides; B-score at 10 µM; 2% of 130,000 active;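 active means signal ratio slope over the read window, or its plate-corrected B-score, at least 3 SD from the plate mean, either direction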;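 further: B-score of the F/F0 ratio slope over 7 to 12 s after thallium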
Target sequence (P48048 whole entry, looked up): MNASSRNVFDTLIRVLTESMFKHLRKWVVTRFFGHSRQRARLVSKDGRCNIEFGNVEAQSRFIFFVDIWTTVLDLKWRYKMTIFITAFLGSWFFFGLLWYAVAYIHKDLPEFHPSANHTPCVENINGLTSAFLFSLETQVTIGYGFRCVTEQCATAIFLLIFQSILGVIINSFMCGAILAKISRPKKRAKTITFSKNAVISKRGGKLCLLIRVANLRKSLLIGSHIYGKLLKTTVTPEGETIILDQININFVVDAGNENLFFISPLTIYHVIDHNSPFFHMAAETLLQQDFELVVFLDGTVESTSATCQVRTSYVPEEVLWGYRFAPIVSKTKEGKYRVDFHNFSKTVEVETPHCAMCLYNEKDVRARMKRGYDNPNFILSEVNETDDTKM
S1P3 antag – S1P3 (human) receptor antagonism. Q99500. CHO S1P3 NFAT-BLA reporter, FRET fluorescence, antagonist mode. inhibition, % at 4.98 µM. 0.27% of 170,000 active. AID 485;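 active means inhibition above the plate cutoff, the mean inhibition of test wells on that plate plus 3 SD, cut at about 28% in these data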;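 further: cells challenged with S1P at its EC80 of 0.8 µM; blue over green emission ratio from cleaved BLA substrate after 4 h stimulation; 0% = S1P-stimulated wells and 100% = unstimulated DMSO-only wells; some compounds past the cut are filed as inactive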
Target sequence (Q99500 whole entry, looked up): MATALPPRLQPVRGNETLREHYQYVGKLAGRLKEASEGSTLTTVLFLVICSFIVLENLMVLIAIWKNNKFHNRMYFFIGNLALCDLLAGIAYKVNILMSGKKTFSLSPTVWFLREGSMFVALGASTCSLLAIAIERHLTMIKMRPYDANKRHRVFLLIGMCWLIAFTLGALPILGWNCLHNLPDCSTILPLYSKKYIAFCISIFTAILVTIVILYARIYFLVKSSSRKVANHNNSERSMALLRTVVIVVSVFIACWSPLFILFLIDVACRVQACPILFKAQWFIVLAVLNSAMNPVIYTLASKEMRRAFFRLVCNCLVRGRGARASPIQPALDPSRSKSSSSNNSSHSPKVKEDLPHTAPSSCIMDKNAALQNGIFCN
* = called active by the depositor; · = not tested or not shown.

entry	compound	TLR4 MyD88 comp	STAT1 blocker	PPARg SRC-1 ag	RAM network inh	PPARg SRC-3 ag	STAT3 activator
1	Oc1c(C(c2ccc(Cl)cc2)N2CCCC2)cc(Cl)c2cccnc12 (configuration not stated)	5	12	4	-1.8	2	120
2	Cc1ccc(N2C(=O)CS/C2=C(\C(Cl)=C(Cl)Cl)[N+](=O)[O-])cc1	19	2	0	1.4	-8	110
3	Cc1csc(NC(=O)C2CC(=O)N(Cc3ccco3)C2)n1 (configuration not stated)	0	3	5	2.4	5	105
4	CCOC(=O)C1(CCOc2ccccc2)CCN(Cc2ccc(C)o2)CC1	-7	11	8	1.2	5	94
5	COCCNCCOc1ccc(C)cc1[N+](=O)[O-]	-8	-12	2	-0.7	3	102
6	O=C(COC(=O)Cn1[nH]c(=O)c2ccccc2c1=O)Nc1ccc2c(c1)OCO2	8	-8	3	-0.7	-6	106
7	Cc1cccc(NS(=O)(=O)c2ccc(Br)s2)n1	0	15	1	1.2	-2	107
8	CC(C)CN1CCN(Cc2cnc(N3CCOCC3)s2)CC1CCO (configuration not stated)	-5	1	3	-0.1	5	101
9	CSc1ncccc1C(=O)NCc1ccc(C)cc1	8	3	0	-1.2	6	104
10	COc1cccc(CNC(=O)C2CCN(S(=O)(=O)c3cnc[nH]3)CC2)c1	0	3	14	2.9	-4	94
11	CCc1cc(=O)oc2cc(OCC(=O)O)c(Cl)cc12	6	-3	-2	1.6	-2	96
12	O=C(CSc1nnc(-c2cccs2)n1-c1ccccc1)N1CCN(C(=O)c2ccco2)CC1	7	14	6	2.4	10	104
13	Cc1cc(C)cc(NC(=O)CC23CC4CC(C2)CC(n2nnc(C)n2)(C4)C3)c1	0	8	-5	0.9	2	98
14	CCCNC(=O)COC(=O)c1ccccc1OCC(=O)Nc1ccc(Br)cc1	-19	-2	0	2.2	2	92
15	O=C(c1ccc([N+](=O)[O-])cc1)N(Cc1ccccc1)c1ccccn1	-3	0	6	-0.1	2	100

entry	PPARg SRC-2 ag	SRC2 TRFRET art	STAT3 inh	ROMK mod	S1P3 antag
1	8	1622	-21	-0.59	-1
2	-3	1477	-6	0.97	·
3	9	1706	-6	0.48	-31
4	3	1727	11	-4.5*	9
5	5	1472	2	0.68	-3
6	-1	1478	0	0.12	-17
7	-3	1540	-8	-1	·
8	4	1375	3	0.26	9
9	10	1542	3	1.1	·
10	4	1601	14	·	-33
11	5	1517	9	·	-16
12	0	1566	1	·	-14
13	-7	1554	0	0.031	-2
14	-4	1508	8	0.29	3
15	2	1856	6	0.98	8

Individual results from above.
STAT3 inh, CSc1ncccc1C(=O)NCc1ccc(C)cc1 : 3
PPARg SRC-2 ag, CCCNC(=O)COC(=O)c1ccccc1OCC(=O)Nc1ccc(Br)cc1 : -4
STAT3 activator, Cc1csc(NC(=O)C2CC(=O)N(Cc3ccco3)C2)n1 (configuration not stated) : 105

The listing continues.
entry	compound	TLR4 MyD88 comp	STAT1 blocker	PPARg SRC-1 ag	RAM network inh	PPARg SRC-3 ag	STAT3 activator
16	S=C(Nc1ccc(Cl)cc1Cl)N1CCOCC1	0	4	12	2.9	-3	97
17	COc1cccc(C2=NOC(C(=O)Nc3ccccc3SC)C2)c1 (configuration not stated)	2	-1	4	2.8	9	117
18	COc1ccc(CCNC(=O)CSc2ccc(-c3ccccc3)nn2)cc1	15	-3	-1	5.6	-5	108
19	CC(=O)NNC(=S)NC(=O)c1ccc(C)cc1	16	-3	2	-1.4	0	106
20	COC(=O)c1ccc(CNC(=O)CNc2cc(C(F)(F)F)ccc2N2CCOCC2)cc1	11	-10	-1	3.2	-7	106
21	COc1ccc(N2CCN(C(=O)CSc3nnc(-c4ccc5[nH]c(C)c(C)c5c4)o3)CC2)cc1	16	-5	6	2.5	-10	97
22	c1ccc(CN2CCC3(CC2)Nc2ccccc2CO3)cc1	6	5	-1	0.1	-6	104
23	CC1=CC(C)(C)N=C(Nc2ccc(C)cc2)S1	-3	-17	0	0.5	-2	92
24	CC(=O)Nc1ccc(N/C(N)=N/c2nc(C)cc(C)n2)cc1	-2	9	-1	1.2	-1	107
25	Cn1c2c(c(=O)c3ccccc31)CCC(C)(C)O2	-7	-6	4	0.7	1	97
26	Cn1cc(CN2CCc3c([nH]c4ccccc34)C2C2CCCCC2)cn1 (configuration not stated)	-2	2	4	-0.6	-2	130
27	O=C(Nc1cccc(Cl)c1)N1CCN(c2ncccn2)CC1	-8	2	1	0.4	-8	89
28	CCOC(=O)c1sc2nc(C)nc(N3CCCCC3C)c2c1C (configuration not stated)	-14	8	5	-1.6	7	73
29	CCn1nccc1C(=O)Nc1nc2ccccc2n1CCN1CCCCC1	-12	3	11	1.3	15	86
30	CC(=O)c1cccc(NC(=O)C2CCN(S(C)(=O)=O)CC2)c1	5	11	2	2.8	4	95

entry	PPARg SRC-2 ag	SRC2 TRFRET art	STAT3 inh	ROMK mod	S1P3 antag
16	2	1692	1	0.22	-13
17	8	1648	-18	·	·
18	-3	1449	-6	·	-5
19	12	1759	-6	·	-5
20	-3	1447	-1	·	1
21	-3	1507	8	0.63	7
22	-1	1408	-2	·	-26
23	4	1565	14	·	19
24	5	1414	-9	-1.1	-9
25	8	1438	6	·	8
26	7	1702	-32	·	15
27	4	1591	18	·	23
28	-2	1526	36	·	-21
29	13	1712	20	·	·
30	10	1540	10	0.82	18

One compound at a time, as listed above. Screens in order: TLR4 MyD88 comp	STAT1 blocker	PPARg SRC-1 ag	RAM network inh	PPARg SRC-3 ag	STAT3 activator	PPARg SRC-2 ag	SRC2 TRFRET art	STAT3 inh	ROMK mod	S1P3 antag
`Cn1cc(CN2CCc3c([nH]c4ccccc34)C2C2CCCCC2)cn1` (configuration not stated) across the screens: -2	2	4	-0.6	-2	130	7	1702	-32	·	15
`COc1ccc(CCNC(=O)CSc2ccc(-c3ccccc3)nn2)cc1` across the screens: 15	-3	-1	5.6	-5	108	-3	1449	-6	·	-5

Five compounds from above, arranged by their value in PPARg SRC-1 ag, rising.
No.	SMILES	PPARg SRC-1 ag
20	COC(=O)c1ccc(CNC(=O)CNc2cc(C(F)(F)F)ccc2N2CCOCC2)cc1	-1
27	O=C(Nc1cccc(Cl)c1)N1CCN(c2ncccn2)CC1	1
17	COc1cccc(C2=NOC(C(=O)Nc3ccccc3SC)C2)c1 (configuration not stated)	4
28	CCOC(=O)c1sc2nc(C)nc(N3CCCCC3C)c2c1C (configuration not stated)	5
29	CCn1nccc1C(=O)Nc1nc2ccccc2n1CCN1CCCCC1	11

(list continues)
entry	compound	TLR4 MyD88 comp	STAT1 blocker	PPARg SRC-1 ag	RAM network inh	PPARg SRC-3 ag	STAT3 activator
31	COCc1ccc(CN2CCCC(CCC(=O)NCc3cccc(OC)c3)C2)o1 (configuration not stated)	9	1	-2	4.9	1	108
32	COc1cccc(-c2nc(NCc3ccco3)c3ccccc3n2)c1O	-4	1	2	·	13	93
33	CSCCC1COC(c2cccs2)=N1 (configuration not stated)	-4	-11	-3	0.1	0	104
34	COc1ccc2[nH]c3c(=O)n(Cc4ccco4)cnc3c2c1	-17	-9	-2	4.1	4	97
35	COc1cccc(C(=O)CSc2nnc(-c3cc(OC)c(OC)c(OC)c3)o2)c1	3	2	6	13*	10	95
36	O=S(=O)(c1ccccc1)N1CCn2c(nc3ccccc32)C1	0	-6	0	0.9	3	98
37	CCCCc1ccc(-c2csc(/C(C#N)=C/c3ccc(C)o3)n2)cc1	-3	1	7	13*	0	98
38	Cc1ccc(C(=O)N(Cc2ccccc2)C(C)(C)C)cc1C	7	10	2	-0.7	4	102
39	CC(=O)C1=C(O)C(=O)N(CCO)C1c1ccccc1 (configuration not stated)	-12	-8	1	-0.1	2	104
40	CCc1nnc(NS(=O)(=O)c2ccc(NC(=O)c3cc4ccccc4oc3=O)cc2)s1	7	12	-1	3.6	2	104
41	COC(=O)c1ccc(C(=O)OC)c(NC(=O)C(C)C)c1	-3	2	10	-0.8	3	103
42	O=C(O)c1cc2nccc(-c3ccc(F)cc3)n2n1	-7	-7	-6	1.2	3	104
43	O=C1N/C(=C/c2ccc(Br)s2)C(=O)N1c1ccccc1	-3	-11	-4	3.1	-2	101
44	Cc1nc(Cl)c(C(=O)NC(=O)Nc2cccc(C(F)(F)F)c2)c(C)c1[N+](=O)[O-]	-4	6	6	2.1	0	115
45	COc1cc2[nH]c(=O)n(CCCCCC(=O)N3CCN(c4ccccc4)CC3)c(=O)c2cc1OC	-6	8	6	0.7	-8	97

entry	PPARg SRC-2 ag	SRC2 TRFRET art	STAT3 inh	ROMK mod	S1P3 antag
31	-5	1680	-7	0.43	6
32	10	1567	16	0.77	·
33	-7	1396	8	1.5	5
34	8	1734	9	·	16
35	5	1687	10	-0.25	-17
36	-4	1699	7	·	·
37	13	1620	10	-0.69	·
38	9	1616	-4	-0.28	-18
39	-3	1443	-2	1.6	-27
40	5	1700	-5	·	0
41	-4	1549	-1	0.21	0
42	2	1441	-2	0.43	-6
43	-5	1608	5	0.02	-14
44	-3	1498	-15	0.14	·
45	5	1571	7	0.024	·

Further compounds:
entry	compound	TLR4 MyD88 comp	STAT1 blocker	PPARg SRC-1 ag	RAM network inh	PPARg SRC-3 ag	STAT3 activator
46	CC/C(O)=N\S(=O)(=O)c1ccc(N=NN(C)C)cc1	-2	-1	-4	-0.4	4	98
47	O=C1N=c2ccc(Br)cc2=C1c1sc(=S)n(NS(=O)(=O)c2ccccc2)c1O	14	5	7	3.8	13	115
48	Cc1cc2n(n1)C(c1ccc(O)cc1)Nc1ccccc1-2 (configuration not stated)	-7	-4	-8	0.4	10	94
49	COc1ccc(Cc2nc(-c3ccccn3)no2)cc1OC	-11	-21	-3	-0.5	0	110
50	COc1ccc(CCNC(=O)CCC(=O)N2CCN(S(=O)(=O)c3ccc(Cl)cc3)CC2)cc1OC	6	-3	6	-0.7	-1	102
51	O=C1c2ccccc2C(=O)N1C/C=C/CN1C(=O)c2ccccc2C1=O	-10	0	2	-0.2	-2	106
52	Cc1nc2sc(C(=O)OCC(=O)N3c4ccccc4CC3C)c(C)c2c(=O)[nH]1 (configuration not stated)	2	-1	1	3.7	7	113
53	Cc1ccc(CN(c2ccc(C(=O)Nc3ccc4c(c3)OCO4)cc2)S(C)(=O)=O)cc1	-1	-5	-4	4.0	-7	91

entry	PPARg SRC-2 ag	SRC2 TRFRET art	STAT3 inh	ROMK mod	S1P3 antag
46	8	1435	6	0.13	·
47	0	1694	-16	0.29	-9
48	6	1572	12	·	-8
49	-4	1346	-10	1.7	1
50	-8	1398	1	0.097	·
51	2	1560	-2	·	-36
52	0	1550	-12	-0.22	1
53	0	1407	11	-0.31	·
